High-throughput results (PubChem BioAssay)
GFP derepression – derepresses silenced GFP locus in mouse C127i cells; AID 597; Potency, µM (top dose mostly 46.1 µM), inactives show at the top dose GFP derepression (activation); mouse C127i GFP locus derepression, cytometry, 30 h; actives 0.09% (n = 68,000); also: % of control where 0% means no effect
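Murine C127i mammary cells carrying a silenced, stably integrated CMV-driven GFP reporter were treated with compound for 30 hours at 37 C. After PBS washes, GFP-positive cells were counted by laser-scanning microplate cytometry.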
Hsp90 Hop PPI – changes Hsp90-Hop TPR2A binding signal, up or down | Potency, µM (top dose mostly 57 µM), inactives show top-dose activity change, negative = inhibition | AlphaScreen TPR2A-His6 binding biotin-Hsp90 C-terminal peptide | actives 0.44% (n = 71,000); active = well fitted curve in either direction with a large enough effect; inconclusive = small, poorly fitted or top-dose-only effect, or another doubt; also: potency is read from the fitted curve at half-maximal effect; % is scaled to controls: 0 for no effect and ±100 for the full control effect; many of its hits are not listed in these tables
A350 fluor – compound fluoresces in the Alexa 350 spectral region | actives 11% (n = 59,000) | max dye-equivalent concentration, M | AID 590 | Compound autofluorescence, 340/450 nm, Alexa 350 dye-equivalents; stronger effect = higher value; in the data active = max dye-equivalent concentration above about 10 nM; inconclusive = mostly about 1.1 nM to 9.6 nM
4MU fluor – compounds fluorescent in 4-MU spectral region; compound autofluorescence, 340/450 nm, 4-MU equivalents; stronger effect = higher value; max dye-equivalent concentration, M; actives 11% (n = 59,000); AID 589; in the data active = max dye-equivalent concentration above about 10 nM; inconclusive = mostly about 1.1 nM to 9.6 nM
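Compounds in 100 mM Tris, pH 8.0, incubated 15 min at room temperature, then fluorescence read at 340 nm excitation/450 nm emission. Signal converted to 4-MU dye-equivalent concentration using an on-plate six-point 4-MU standard curve.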
DNA Pol III inh – blocks replication by bacterial DNA polymerase III holoenzyme | AID 603 | actives 0.25% (n = 71,000) | reconstituted DNA polymerase III holoenzyme replication, biochemical | Potency, µM (highest dose often 57.1 µM), for inactives: at the highest dose activity change, negative = inhibition; also: potency is read from the fitted curve at half-maximal effect; % is scaled to controls: 0 for no effect and ±100 for the full control effect
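Reconstituted *E. coli* holoenzyme (0.35 nM Pol III, 1 nM beta, 154 nM SSB, 2 nM primase) was preincubated with compound for 15 min at RT. Synthesis on 1.4 nM ssM13Gori ran 35 min, then was stopped with PicoGreen/EDTA and read as dsDNA fluorescence.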
ALOX15 inhib – inhibitors of human 15-lipoxygenase (ALOX15); purified 15hLO-1, xylenol orange hydroperoxide absorbance; Potency, µM (highest dose often 57.1 µM), without a hit: top-dose activity change, negative = inhibition, most hits filed as inhibitors; actives 1.4% (n = 74,000); AID 887; also: potency is read from the fitted curve at half-maximal effect; % is scaled to controls: 0 for no effect and ±100 for the full control effect; nearly all actives have a fitted effect of over 55% in size
Target sequence (P16050 whole entry, looked up): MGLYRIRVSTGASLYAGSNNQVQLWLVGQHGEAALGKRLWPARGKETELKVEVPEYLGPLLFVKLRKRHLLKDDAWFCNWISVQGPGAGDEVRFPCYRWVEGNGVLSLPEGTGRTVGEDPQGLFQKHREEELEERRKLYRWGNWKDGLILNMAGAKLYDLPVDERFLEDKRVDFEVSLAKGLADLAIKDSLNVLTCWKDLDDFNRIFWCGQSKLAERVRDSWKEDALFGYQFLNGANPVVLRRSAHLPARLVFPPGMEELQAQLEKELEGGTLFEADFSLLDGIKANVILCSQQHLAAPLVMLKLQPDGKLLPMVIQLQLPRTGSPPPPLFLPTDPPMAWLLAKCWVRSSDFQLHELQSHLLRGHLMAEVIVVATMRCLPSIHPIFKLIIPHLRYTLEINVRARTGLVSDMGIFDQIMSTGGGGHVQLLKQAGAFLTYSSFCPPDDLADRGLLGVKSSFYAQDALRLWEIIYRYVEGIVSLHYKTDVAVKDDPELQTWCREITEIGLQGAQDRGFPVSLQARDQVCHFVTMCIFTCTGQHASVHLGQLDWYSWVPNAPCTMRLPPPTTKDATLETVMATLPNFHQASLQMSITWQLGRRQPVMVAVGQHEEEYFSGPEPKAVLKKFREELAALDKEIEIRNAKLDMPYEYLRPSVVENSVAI
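Compounds were preincubated 15 min at room temperature with 40 nM purified human enzyme (25 mM Hepes pH 7.5, 0.01% Triton X-100); 50 uM arachidonic acid reacted 6 min. Fe-xylenol orange detection, 30 min, absorbance ratio 573/405 nm.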
HBB splice mod – modulators of hemoglobin beta chain splicing; HBB splicing reporter cell assay, activation; EGFP reporter with mutant IVS2-654 intron; response scale: normalised to 500 nM splice-correcting PNA; Potency, µM (top dose mostly 46.1 µM), for the others: at the top dose activation, usual class: activators; actives 0.06% (n = 65,000); also: potency is read from the fitted curve at half-maximal effect; 0% is about no effect
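Compounds were applied for 2 days to HeLa EGFP-654 cells, 500/well in Optimem with 2% FCS. The reporter's EGFP is disrupted by mis-splicing of beta-globin intron IVS2-654. Readout: summed well GFP fluorescence from 488 nm laser scanning; reference was 500 nM antisense […] 654 PNA.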
UbGFP stabilizer – proteasome inhibitors stabilizing ubiquitin-GFP reporter; Ubiquitin-GFP reporter cells, proteasome inhibition, GFP fluorescence; response scale: untreated = 0%, 10 µM MG-132 = 100%; Potency, µM (top dose mostly 45.9 µM), without a hit: at the top dose activation (GFP accumulation), actives largely listed as activators; 67,000 tested, under 10 active; active = well fitted activation curve with a large enough effect, not every such curve was filed as active; inconclusive = small, poorly fitted or top-dose-only effect, or another doubt; inactive = no such curve, though single readings can be large or run the other way; also: potency is read from the fitted curve at half-maximal effect
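U2OS cells stably expressing ubiquitin(G76V)-GFP, seeded overnight in 0.5% FBS medium, were exposed to compounds (qHTS, 46 uM to 2.9 nM) for 4 hr at 37 °C. GFP-positive cells were counted by laser cytometry (488 ex/515 em), normalized between basal and 10 uM MG-132.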
BRCT inh green – inhibitors of human BRCA1 BRCT-phosphoprotein interaction (green fluorophore); AID 875; Potency, µM (titrated, usually from 76.9 µM), for inactives: at the top dose activity change, negative = inhibition, most hits filed as inhibitors; actives 0.05% (n = 75,000); BRCA1 BRCT-phosphopeptide binding, green fluorescence polarization;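 also: potency is read from the fitted curve at half-maximal effect; plate controls were peptide without protein for full effect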
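Fluorescence polarization: His-tagged BRCT (~35 kDa BRCA1 C-terminus, 250 nM) bound to 100 nM fluorescein-labeled phosphorylated 10-aa BACH1 peptide, pH 7.3 phosphate buffer with DTT and Tween 20. Compounds incubated 12 min at room temperature; inhibition read as lowered polarization.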
CRE Fsk mod – modulators of forskolin-stimulated CRE signaling in CHO cells; Potency, µM (top dose mostly 38.2 µM), without a hit: at the highest dose activity change, negative = inhibition, actives largely listed as activators; actives 2.5% (n = 71,000); AID 662; CHO CRE-bla reporter (cAMP response element driving beta-lactamase), forskolin EC10, beta-lactamase ratio; active = well fitted activation curve with a large enough effect in the signal ratio, with a control signal flat, not every such curve was filed as active; inconclusive = small, poorly fitted or top-dose-only effect, or effect the other way, or a change in a side signal; the % refers to the signal ratio; also: potency is read from the fitted curve at half-maximal effect; % of control where 0% means no effect
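CRE-bla CHO cells stimulated with EC10 NKH 477 (water-soluble forskolin) and compound titrations, 3 h at 37C; beta-lactamase read with CCF4 after 2 h at room temperature. Activity from 460/530 nm emission ratio, AC50 values for positive or negative modulation.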
BRCT PPI red – inhibitors of human BRCA1 BRCT-phosphoprotein interaction (red fluorophore); actives 0.03% (n = 75,000); Potency, µM (series often up to 76.9 µM), without a hit: at the top dose activity change, negative = inhibition, actives largely listed as inhibitors; AID 892; BRCT-phosphopeptide binding, red fluorescence polarization; also: % is scaled to controls: 0 for no effect and ±100 for the full control effect
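Rhodamine-labelled pBACH1 10-mer (100 nM) bound to BRCT domain (100 nM) at pH 7.3; compounds incubated 12 min room temperature, polarization read. Free peptide defines full inhibition; unlabelled decapeptide titrated as control.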
Active calls of the source: *; i = inactive; ? = inconclusive; . = not tested or not shown; [ ] = another dose, or the depositor's remark. Unless noted, calls follow the shape of the dose curve; as a rule, active = well fitted curve in the direction sought with a large enough effect; inconclusive = small, poorly fitted or top-dose-only effect, or another doubt; inactive = no such curve, though single readings can be large; an effect the other way counts as inactive or inconclusive.

The line under a structure holds: GFP derepression | Hsp90 Hop PPI | A350 fluor | 4MU fluor | DNA Pol III inh | ALOX15 inhib | HBB splice mod | UbGFP stabilizer | BRCT inh green | CRE Fsk mod | BRCT PPI red
CC(Oc1ccc(NC(=O)c2ccco2)cc1)C(=O)N1c2ccccc2CC1C (configuration not stated)
 : 0% | -4% | i | i | -2% | 15% | -0.4% | 0% | -0.1% | -8% | 0.6%
CCOc1cc(-c2c(C#N)c(N)nc3c2CCCC3C)ccc1O (configuration not stated)
 : -2% | -4% | i | i | -3% | ? | -0.1%[57.5 µM] | 4% | 1.4% | ? | -1.7%
COc1cc(C2NC(=O)NC(c3ccccc3)=C2C(C)=O)ccc1OCC#N (configuration not stated)
 : 3% | -4% | i | i | -2% | -12% | 2.6% | -3% | -0.5% | 4% | -2.5%
CCN1C(=O)/C(=c2\o/c(=C3\C=Cc4ccccc4N3CC)c(=O)n2CC)SC1=S
 : 1% | -24% | i | i | -1% | 3% | . | -4% | -5.3% | 1% | 0.6%
CC1C=CCC2C(=O)N(c3cccc(C(=O)N4CCCCCC4)c3)C(=O)C12 (configuration not stated)
 : 2% | -2% | i | i | 2% | 5% | 0.4% | -4% | -2.4% | -3% | 0.3%
Cc1ccc([C@@]2(C)CC/C(=N/N=C3\CC[C@](C)(c4ccc(C)c(C)c4)c4cc(C)c(C)cc43)c3cc(C)c(C)cc32)cc1C
 : 0%[9.22 µM] | -1%[11 µM] | 7.3e-08M* | 5.9e-08M* | 5%[11.4 µM] | 11%[11.4 µM] | -1.0%[9.22 µM] | 5%[9.17 µM] | -0.1%[15.4 µM] | 5%[7.6 µM] | -1.5%[15.4 µM]
COc1cccc(-c2nc(C(N)=O)c3[nH]c(=O)n(-c4cccc(Cl)c4)c3n2)c1OC
 : . | 1% | . | . | 0% | -1% | -0.8% | -4% | 1.0% | 10µM* | 0.4%
CCOC(=O)c1cnc2scnn2c1=O
 : 1% | -2% | i | i | -2% | -11% | -1.3% | 3% | -0.6% | ? | 0.9%
COC(=O)C(CC(C)C)Oc1ccc2c(C)cc(=O)oc2c1 (configuration not stated)
 : 5% | 1% | . | . | -2% | -1% | 0.8% | 12% | 3.8% | 2% | -0.7%
C=C1c2cc(CC)ccc2NC(=O)N1c1ccc(C)cc1
 : . | -2%[2.3 µM] | . | . | -1% | -3% | -1.8% | 7% | -2.8% | -8% | -0.5%
O=C(NCc1ccncc1)c1ccc(Br)cc1
 : 2% | -4%[11 µM] | . | . | 4%[11.4 µM] | 1%[11.4 µM] | -0.4%[0.0738 µM] | -10%[9.17 µM] | -0.2% | ? | 0.4%
CCCCCNC(=O)c1cc(S(=O)(=O)N2CCCCC2)ccc1F
 : 0% | 3% | i | i | 8% | 5% | 0.4%[1.84 µM] | 0% | -0.4% | ? | 1.0%
Nc1nnn(Cc2ccccc2)n1
 : 2% | -3% | i | i | -1% | 3% | -2.3% | 1% | -3.0% | -14% | 1.6%
COCCn1c(=O)c(C)nc2cnc(OC)nc21
 : 0%[9.22 µM] | 0% | i | i | -10% | -7% | -0.2% | 2% | -2.7% | ? | 1.1%
CCC(C)NC(=O)CSC1=Nc2ccccc2C2=NC(CC(=O)NCc3ccc(F)cc3)C(=O)N12 (configuration not stated)
 : -1% | 1% | 2.6e-07M* | 3.2e-07M* | -6% | 2% | -0.7% | -2% | -1.9% | -8% | -2.6%
CCC(=O)c1cc2c(cc1NC(=O)C(C)C)OCCO2
 : 0% | 4% | 3.2e-08M* | 2.5e-08M* | -10% | -5% | -0.3%[57.5 µM] | 3% | -2.9% | ? | 0.6%
CC(C)NC(=O)NC(=O)COC(=O)Cc1ccsc1
 : 1% | -1% | i | i | -3% | -7% | -2.4% | -1% | -3.0% | ? | 1.1%
Cc1ccc(C)c(Oc2nnnn2-c2ccccc2)c1
 : 0% | 21% | ? | i | -3% | -2% | -1.9% | -10% | 0.6% | -20% | -0.1%
COc1ccc(C(CNC(=O)Cn2[nH]c(=O)c3ccccc3c2=O)N2CCCC2)cc1 (configuration not stated)
 : -3% | -3% | i | i | -5% | 6% | -0.2%[57.5 µM] | 9% | -2.7% | 6% | -1.3%
CC1CCCCN1C(=O)C1CC(c2ccc(F)cc2)=NO1 (configuration not stated)
 : 2% | -1% | i | i | -2% | 3% | -0.3% | 0% | 0.7% | -12% | -2.5%
Nc1nc2n(n1)C(c1ccccc1)CC(c1ccc(F)cc1)N2 (configuration not stated)
 : . | -1%[2.3 µM] | . | . | -11% | 4% | 0.6% | -4% | -1.7% | -8% | 0.4%
Cc1noc(C)c1CSc1nnc(-c2ccncc2)n1-c1cccc(Cl)c1C
 : -3% | -2% | i | i | -3% | -3% | -2.9% | -4% | 0.9% | 1% | -0.4%
Cc1cccc(C(C)C)c1-n1nnnc1-c1ccccc1
 : 2% | 18% | . | . | -3% | ? | -0.1% | 5% | 2.6% | 5% | -1.3%
CCNC(=O)/N=C1/NC(=O)C(C(C)C)O1 (configuration not stated)
 : -1% | -1% | i | i | -4% | -1% | -1.3% | 4% | 1.1% | -7% | 0.2%
O=C(Nc1ccc2nc(C3CC3)n(Cc3ccc(F)cc3)c(=O)c2c1)c1ccco1
 : 0% | ? | i | i | 9% | -42% | -5.8% | -3% | 1.8% | ? | 0.0%
C=C(C)c1cccc(C(C)(C)NC(=O)N2CCN(C)CC2)c1
 : 3% | 0% | i | i | 1% | 6% | 0.9% | 6% | -1.0% | ? | 0.1%
O=C(Cn1cnc2c(cnn2-c2ccc(F)cc2)c1=O)N1CCN(c2ccccc2F)CC1
 : 1% | ? | i | i | 0% | -22% | -3.9% | -1% | -3.5% | -5% | -0.6%
Cc1cc(NC(=O)COc2ccc(N(C)S(=O)(=O)c3ccccc3)cc2)no1
 : -3% | 4% | i | i | -3% | 5% | -0.1%[57.5 µM] | -1% | 0.3% | -6% | 0.7%
COc1ccc(CCNC(=O)CSc2nncn2N)cc1OC
 : -1% | 47% | ? | ? | -1% | 5% | 0.0%[57.5 µM] | -1% | -4.0% | -2% | 0.2%
O=C(Cc1cccs1)N(c1ccccc1)C1C=CS(=O)(=O)C1 (configuration not stated)
 : 1% | -1% | i | i | 0% | 7% | -2.7% | -6% | -1.7% | ? | -0.7%
Cc1onc(-c2ccccc2Cl)c1C(=O)NCCN1Cc2ccccc2C1=O
 : 0% | -6%[11 µM] | . | . | -6%[11.4 µM] | 8%[11.4 µM] | -2.4%[0.0738 µM] | -9%[9.17 µM] | 1.0% | ? | 1.7%
CCOc1ccc(OCC)c(Nc2cc(C)nc3nc(C)nn23)c1
 : 5% | 0% | . | . | -1% | -1% | 2.9% | 4% | -1.5% | 10µM* | 0.7%
O=C(CN1CCCC1)NCC1(c2ccccc2)CCOCC1
 : -1% | -2% | 1.3e-07M* | 2.8e-08M* | 2% | ? | -0.1%[57.5 µM] | -1% | -1.4% | ? | 0.7%
Cc1ccc(-c2nnn(CC(=O)N(CCO)C(C(=O)NC(C)(C)C)c3ccncc3)n2)cc1 (configuration not stated)
 : 1% | 1% | i | i | -1% | -2% | . | 2% | 1.2% | 1% | 0.2%
Cc1cccc(NC(=O)CSc2nnc(CSc3nc(C)cc(C)n3)o2)c1
 : 2% | 0% | i | i | -1% | 4% | 2.6% | 4% | 1.3% | 3% | 1.0%
COc1ccc(CN(Cc2nc3ccccc3c(=O)[nH]2)C(=O)C(C)(C)C)cc1
 : -1% | -1% | i | i | -9% | -1% | . | 1% | -1.8% | -2% | -0.2%
Cc1cc(C)c(C#N)c(SCS(=O)Cc2ccccc2)n1 (configuration not stated)
 : 1% | -1% | i | i | 5% | -7% | -2.8% | -2% | 2.4% | ? | -2.8%
CCCCNc1nc2ccccc2nc1NS(=O)(=O)c1cccs1
 : -2% | 9% | 6.1e-08M* | 4.5e-08M* | -6% | -2% | 3.9%[0.369 µM] | . | -0.5% | 17% | -0.1%
Cc1ccc(-c2nn(CC(=O)NCCN3CCOCC3)c(=O)c3ccccc23)cc1
 : 8% | -2% | i | i | -1% | 11% | -0.8% | 11% | 1.0% | -6% | -0.2%
CC(C)CC(c1nnnn1Cc1ccccc1)N1CCN(C(=O)c2ccco2)CC1 (configuration not stated)
 : -2% | -3% | i | i | -5% | -8% | . | -4% | -4.3% | 1% | -1.0%
